Bioassay records (PubChem)
RGS4 inhibitor – inhibitors of human regulator of G protein signaling 4; P49798; Transcreener GDP fluorescence polarization, RGS4-accelerated GTP hydrolysis; Potency, µM (titrated, usually from 114 µM), for the others: at the highest dose activity change, negative = inhibition, most hits filed as inhibitors; 390,000 tested, 0.039% active; also: potency is read from the fitted curve at half-maximal effect; % is scaled to controls: 0 for no effect and ±100 for the full control effect; nearly all actives have a fitted effect of over 75% in size; some results filed as inactive show a strong effect at the top dose
Target sequence (P49798 whole entry, looked up): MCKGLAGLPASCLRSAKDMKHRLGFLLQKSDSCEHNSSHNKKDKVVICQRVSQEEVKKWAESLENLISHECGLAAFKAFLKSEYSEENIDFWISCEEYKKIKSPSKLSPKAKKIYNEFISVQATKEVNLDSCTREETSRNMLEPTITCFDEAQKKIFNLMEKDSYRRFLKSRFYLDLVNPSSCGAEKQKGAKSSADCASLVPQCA
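MLSMR compounds (23 nl, pin-transferred) preincubated 10 min at room temperature with a 500nM (2x) first reagent, then RGS4 at 900nM (2x) plus Transcreener GDP mix added; fluorescence polarization (620/688 nm) read before and after 90 min at 30 °C.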
Vif-APOBEC3F blk – inhibitors of Vif-A3F interaction; HeLa A3F-eYFP + Vif (tagged APOBEC3F with the HIV-1 protein that degrades it), YFP fluorescence increase; Potency, µM (titrated, usually from 46.1 µM), for inactives: at the top dose activity, negative = active; 390,000 tested, 0.2% active; AID 602313; also: potency is read from the fitted curve at half-maximal effect; % of control where 0% means no effect; nearly all actives have a fitted effect of over 65% in size
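Fluorescence increase (Ex 488/Em 500-530) after overnight compound treatment at 37 deg C flags inhibition of Vif-driven A3F-eYFP loss in stable HeLa A3F-eYFP/Vif cells seeded overnight beforehand.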
D2 agonist – activates the human D2 dopamine receptor; activation, % at 2 µM; HEK293 T-REx D2 cells, calcium flux agonist mode; P14416; AID 485358; 340,000 tested, 0.53% active;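 active = activation over 3 SD above normal in the single-dose calcium agonist read, cut at about 30% in these data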; also: 0% is about no effect
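Calcium-flux readout, 1 cycle/sec over 180 s following compound pin transfer, in inducible HEK293 Trex D2 cells (force-coupled); dopamine controls included. Positive calcium responses during this window marked compounds as potential agonists.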
ERG-DNA inh – inhibitors of human ERG Ets domain-DNA interaction; P11308; 370,000 tested, 0.028% active; Potency, µM (doses to about 76.9 µM), for the others: at the highest dose FP activity, negative = inhibition, most hits filed as inhibitors; fluorescence polarization, His-ERG Ets domain / labelled DNA; active = well fitted inhibition curve with a large enough effect in the polarisation, with a control signal flat; inconclusive = small, poorly fitted or top-dose-only effect, or effect the other way, or a change in a side signal; inactive = no such curve, though single readings can be large or run the other way; the % refers to the polarisation;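 also: polarization taken with two DNA probes labelled with fluorescein and Texas red; potency is read from the fitted curve at half-maximal effect; % of control where 0% means no effect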
Target sequence (P11308 whole entry, looked up, the tested form may be a part): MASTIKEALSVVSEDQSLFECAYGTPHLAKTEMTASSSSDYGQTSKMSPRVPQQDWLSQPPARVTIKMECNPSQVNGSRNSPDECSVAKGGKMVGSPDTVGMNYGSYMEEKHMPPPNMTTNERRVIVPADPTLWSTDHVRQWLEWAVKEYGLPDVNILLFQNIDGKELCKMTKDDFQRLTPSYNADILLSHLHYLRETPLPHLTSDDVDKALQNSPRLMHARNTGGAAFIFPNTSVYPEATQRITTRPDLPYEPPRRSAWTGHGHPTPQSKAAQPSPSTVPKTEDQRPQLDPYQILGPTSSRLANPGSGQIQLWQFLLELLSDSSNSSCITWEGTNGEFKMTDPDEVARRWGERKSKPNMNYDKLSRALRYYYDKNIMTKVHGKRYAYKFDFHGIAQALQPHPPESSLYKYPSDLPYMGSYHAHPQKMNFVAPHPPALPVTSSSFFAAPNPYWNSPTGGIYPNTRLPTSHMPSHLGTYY
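His-tagged ERG Ets domain (1 uM in the protein solution; 300mM KCl, 50mM Tris-HCl, 1mM EDTA, 1mM DTT, pH 7.5) received compound, then a probe mix of 5 nM fluorescein-DNA and 100nM Texas-615-DNA. Fluorescence polarization was read for both dyes.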
12-LOX inh – blocks human arachidonate 12S-lipoxygenase | 580,000 tested, 1.1% active | Potency, µM (series often up to 108 µM), for the others: top-dose activity change, negative = inhibition, most hits filed as inhibitors | AID 1671190 | purified 12hLO, xylenol orange hydroperoxide absorbance | P18054; also: potency is read from the fitted curve at half-maximal effect; % is scaled to controls: 0 for no effect and ±100 for the full control effect
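Hydroperoxide product was detected by ferrous iron/xylenol orange as the 573 to 405 nm absorbance ratio. Arachidonic acid at 40 uM (final) was turned over for 30 min at room temperature by 150 nM human 12hLO, pH 7.0 Hepes buffer, after 15 min compound preincubation.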
D2 antagonist – D2 dopamine receptor (human) antagonism | P14416 | 340,000 tested, 2% active | HEK293 TREx D2 cells, calcium flux, dopamine EC80 | inhibition, % at 10 µM; in the data active = inhibition above about 30%; also: 0% is about no effect
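Cells plated overnight at 30 C with tetracycline; no-wash calcium dye, 30–90 min RT; 10 s baseline; compound pinned; 180 s read; EC80 dopamine added; another 180 s read.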
Vif-APOBEC3G blk – Vif-A3G binding inhibition; HeLa A3G-eYFP + Vif (tagged APOBEC3G with the HIV-1 protein that degrades it), YFP fluorescence, overnight; Q9HC16; Potency, µM (series often up to 46.1 µM), inactives show at the top dose activity, negative = active, hits mostly inhibitors; 410,000 tested, 0.076% active; AID 602310;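 also: potency is read from the fitted curve at half-maximal effect; % is scaled to controls: 0 for no effect and ±100 for the full control effect; nearly all actives have a fitted effect of over 60% in size; hits raise eYFP signal because A3G escapes Vif-driven loss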
Target sequence (Q9HC16 whole entry, looked up): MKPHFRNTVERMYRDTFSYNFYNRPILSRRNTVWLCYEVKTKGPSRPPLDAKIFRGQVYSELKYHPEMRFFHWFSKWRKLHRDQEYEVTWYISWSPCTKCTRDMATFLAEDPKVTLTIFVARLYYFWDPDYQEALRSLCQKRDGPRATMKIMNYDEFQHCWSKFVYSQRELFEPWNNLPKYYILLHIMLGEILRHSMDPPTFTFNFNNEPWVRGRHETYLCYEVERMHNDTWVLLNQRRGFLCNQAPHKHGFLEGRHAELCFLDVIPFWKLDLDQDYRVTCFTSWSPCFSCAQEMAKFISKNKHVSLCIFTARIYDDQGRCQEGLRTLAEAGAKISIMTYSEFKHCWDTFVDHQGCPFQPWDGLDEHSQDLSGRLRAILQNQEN
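HeLa cells stably expressing Vif and C-terminally eYFP-tagged A3G, seeded overnight at 37 deg C, then exposed to compound by pintool overnight at 37 deg C. Rise in yellow fluorescence (Ex 488/Em 500-530, Acumen) marks blocked Vif-driven A3G degradation.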
Glioma ERSR ind – inducers of ER stress response in human glioma cells; U87-MG GRP78 promoter luciferase reporter, 16 h; Potency, µM, for inactives: at the highest dose activation, most hits filed as activators; 420,000 tested, 0.02% active; AID 602332; also: potency is read from the fitted curve at half-maximal effect; series mostly up to about 76 µM; % of control where 0% means no effect; nearly all actives have a fitted effect of over 35% in size
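Stably transfected U87-MG human glioma cells carrying a GRP78-based luminescent sensor were seeded at 1000 cells/well, pin-dosed with compounds and incubated 16 h. Luciferase reagent was then added, and end-point luminescence was read after 10 min at room temperature.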
LDHA block – inhibitors of human lactate dehydrogenase A; P00338; purified LDHA, NADH/diaphorase-resazurin fluorescence; active compounds read low; activity change, % (values are at about 110 or 230 µM); 480,000 tested, 0.15% active; AID 1347041; in the data active = activity change below about -30%; inconclusive = mostly about -25% to -30%;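 also: plate controls were DMSO wells for no effect and wells without enzyme for full effect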
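Remaining NADH was detected by diaphorase (0.133 mg/mL) converting 37 µM resazurin to fluorescent resorufin, read at 0 and 20 minutes. The preceding 5-minute room-temperature reaction used 2 nM LDHA, 0.2 mM sodium pyruvate and 0.06 mM NADH at pH 7.4.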
* hit, by the source's call; ? = inconclusive; / = not tested or not shown; & = joins results of further samples; [ ] = dose if it differs, or a comment. Unless noted, calls follow the shape of the dose curve; as a rule, active = well fitted curve in the direction sought with a large enough effect; inconclusive = small, poorly fitted or top-dose-only effect, or another doubt; inactive = no such curve, though single readings can be large; an effect the other way counts as inactive or inconclusive.

Results follow in this order: ERG-DNA inh, Glioma ERSR ind, D2 agonist, RGS4 inhibitor, 12-LOX inh, D2 antagonist, LDHA block, Vif-APOBEC3F blk, Vif-APOBEC3G blk
CSc1ccccc1NC(=O)C1CCCO1 (stereo not drawn)
  -3%, -3%, 0.4, -8%, -24%, 1, -1, -8%, -4%
Cc1ccc(S(=O)(=O)c2nc(S(=O)(=O)c3ccc(C)cc3)c(N3CCN(CCO)CC3)s2)cc1
  -2%, -4%, -0.1, 7%, -14%, -13, -7, -3%, ?
CC1(C)N([O-])C(c2cccs2)=C[N+]1=O
  12%, -4%, 0.8, -14%, -14%, -18, -8, 7%, 1%
C[C@H](CO)N1C[C@H](C)[C@@H](CN(C)C(=O)NC2CCCCC2)Oc2ccc(NC(=O)Cn3cnnn3)cc2C1=O
  4%, -1%, /, 16%, 1%, /, 1, -4%, 0%
Cc1cccc(C2=NN(c3ccccc3)[C@@H](C(=O)N3CCOC3=O)[C@@H]2c2ccc([N+](=O)[O-])cc2)c1
  -18%, -3%&2%, /, -10%, -21%, /, 3, 0%, 2%
Cc1ccc2nc3c(c(Nc4cccc(O)c4)c2c1)CCC3
  5%, -5%, -0.7, 3%, ?, -3, -1, -12%, -28%
N#CC(C(=O)c1ccco1)c1ccccn1 (stereo not drawn)
  /, 6%, 1.1, 24%, 14%, 4, -6, 1%, -1%
c1ccc(CSc2ncn[nH]2)nc1
  2%, -4%, 0.7, 18%, -6%, 42*, -14, -7%, 0%
CC[C@@]1(C(=O)OC)N[C@H](CN(C)C(=O)Nc2ccc(Cl)cc2)[C@@H]2C(=O)N(C)C(=O)[C@@H]21
  -3%, -4%, /, 20%, -17%, /, 1, 2%, -3%
CCc1ccc(N(C)S(=O)(=O)c2ccc3[nH]cc(C(=O)NCC4CCCO4)c(=O)c3c2)cc1 (stereo not drawn)
  5%, -2%, -0.1, 14%, ?, /, 4, -9%, -1%
Cc1ccc(NC(=O)CN(C)S(=O)(=O)c2cccs2)cc1F
  -1%, 2%, /, -7%, 23%, /, 1, -2%, -1%
O=C(O)C1CC=CCC1C(=O)Nc1ccc2c(c1)OCCO2 (stereo not drawn)
  3%, -9%, 0.7, -26%, 14%, -10, 1, -12%, 0%
CCN(CC)CC(=O)N1CCCC(N2CCN(c3cccc(C(F)(F)F)c3)CC2)C1 (stereo not drawn)
  -16%, 2%, -0.9, -5%, 9%, -2, -2, 4%, 0%
CCOc1ccc(C2C(C(=O)c3ccco3)=C(O)C(=O)N2Cc2cccnc2)cc1 (stereo not drawn)
  -3%, -3%, -1.0, -12%, ?, -11, 2, -15%, 0%
O=C(Nc1nc2ccc(F)cc2s1)C1CC(=O)N(c2ccc3c(c2)OCCO3)C1 (stereo not drawn)
  19%, -1%, -0.4, 12%, 5%, 9, 0, 9%, 0%
Cc1c(CNC2CCC(C)CC2)c(C(=O)O)c(C)n1Cc1ccccc1 (stereo not drawn)
  0%, -3%, 1.3, 17%, -14%, -3, -8, 5%, 1%
CSc1nnc(Cc2cc(=O)[nH]c(=O)[nH]2)n1-c1cccc(C)c1
  -3%, -5%, -0.6, 12%, ?, -4, -7, 5%, 0%
CC(=O)Nc1ccc(-c2csc(NCCc3ccccc3)n2)cc1
  2%, 10%, 0.2, -31%, -11%, 12, 1, 9%, 0%
COc1cccc(CC(NC(C)=O)C(=O)NC2CCN(c3nc(C)cc(C)c3C#N)CC2)c1 (stereo not drawn)
  -10%, -7%, /, -25%, -13%[57.4 µM], /, 4, -5%, 3%
COc1ccc(OC)c(NC(=O)NCc2cccnc2)c1
  9%, -1%, 0.7, 17%, 1%, -9, 1, 2%, 3%
CCc1c(Cl)nc(N)nc1Nc1ccccc1Cl
  2%, -3%, /, -25%, -7%, /, 3, -4%, -4%
CCOC(=O)CC1(NC(=O)c2cc(COc3cccc(OC)c3)on2)CCCCC1
  -2%, 0%, 0.7, -10%, 19%, 8, 0, 3%, 5%
COc1ccc(CCC(=O)NCc2cn3ccccc3n2)cc1
  17%, -4%, 0.0, -5%, 20%, -3, 1, -1%, -2%
COc1cccc(NC(=O)c2ccccc2OCc2c(C)noc2C)c1
  4%, 1%, 0.2, -22%, 11%, -1, 3, 1%, 0%
c1ccc2cc(N3CCCCC3)ccc2c1
  12%, 4%, /, -14%, -15%, /, 30, 12%, -5%
c1ccc(-n2nnc3ccccc32)nc1
  6%, 1%, -0.5, -9%, 0%, 17, -6, 2%, 0%
CCN(CCn1cccn1)Cc1c(C(=O)N2C[C@@H](C)O[C@@H](C)C2)nc2ccc(Cl)cn12
  -6%, -3%, /, -13%, 13%, /, -6, 1%, -4%
COc1cccc2cc(C(C)N(CCCN3CCOCC3)C(=S)Nc3cc(C)cc(C)c3)oc12 (stereo not drawn)
  2%, -2%, -1.7, -2%, ?, 8, -4, 9%, -2%
O=C(COc1ccccc1Cl)Nc1cc(Cl)ccc1Oc1ccccc1
  -6%, 2%, 2.6, -8%, 2%, 0, 0, -5%, -1%
O=C(CN1CCc2ccccc21)Nc1ccc2c(c1)OCO2
  1%, 6%, 0.3, -42%, 0%, -23, 9, -16%, -4%

One compound at a time, as listed above. Values in the order: ERG-DNA inh | Glioma ERSR ind | D2 agonist | RGS4 inhibitor | 12-LOX inh | D2 antagonist | LDHA block | Vif-APOBEC3F blk | Vif-APOBEC3G blk
`CCOc1ccc(C2C(C(=O)c3ccco3)=C(O)C(=O)N2Cc2cccnc2)cc1` (stereo not drawn) is entered as -3% | -3% | -1.0 | -12% | ? | -11 | 2 | -15% | 0%
`Cc1ccc2nc3c(c(Nc4cccc(O)c4)c2c1)CCC3` is entered as 5% | -5% | -0.7 | 3% | ? | -3 | -1 | -12% | -28%
`CCN(CCn1cccn1)Cc1c(C(=O)N2C[C@@H](C)O[C@@H](C)C2)nc2ccc(Cl)cn12` is entered as -6% | -3% | / | -13% | 13% | / | -6 | 1% | -4%
`O=C(Nc1nc2ccc(F)cc2s1)C1CC(=O)N(c2ccc3c(c2)OCCO3)C1` (stereo not drawn) is entered as 19% | -1% | -0.4 | 12% | 5% | 9 | 0 | 9% | 0%
`COc1cccc2cc(C(C)N(CCCN3CCOCC3)C(=S)Nc3cc(C)cc(C)c3)oc12` (stereo not drawn) is entered as 2% | -2% | -1.7 | -2% | ? | 8 | -4 | 9% | -2%

Additional results:
Results follow in this order: ERG-DNA inh, Glioma ERSR ind, D2 agonist, RGS4 inhibitor, 12-LOX inh, D2 antagonist, LDHA block, Vif-APOBEC3F blk, Vif-APOBEC3G blk
Cc1ccc(C2NC(=S)NC3=C2C(=O)CC(C)(C)C3)cc1 (stereo not drawn)
  -6%, -4%, 1.0, -34%, -15%, -21, -8, -5%, -2%
COc1cc(C(=O)OCC#N)ccc1OCc1c(C)noc1C
  -8%, -3%, 1.7, 1%, 14%, 8, -3, 4%, ?
COC(=O)CSC1=C(C#N)C(c2ccccc2F)CC(=O)N1 (stereo not drawn)
  0%, -6%, -1.1, -28%, ?, 10, -2, -4%, -15%
C[C@@H]1C=C(C(=O)N2CCOCC2)O[C@H](OCc2ccc(CO)cc2)C1
  -5%, -2%, 0.2, -22%, 15%, -8, 0, 3%, 4%
Cc1ccc(NC(=O)CSC2=Nc3ccccc3C3CC=NN23)c(C)c1 (stereo not drawn)
  -5%, -2%, 0.5, -19%, ?, -2, 7&-6, -11%, -22%
COc1ccccc1CNC(=O)Cc1ccc(C)cc1
  5%, 3%, -0.5, 13%, -3%, -19, -3, ?, -4%
Nc1nc(SCC(=O)O)[nH]c(=O)c1NC(=O)c1ccccc1F
  -4%, -3%, 0.3, -21%, -14%, 4, -9, -4%, -5%
O=C(Nc1ccccc1F)C1CCCN1S(=O)(=O)c1ccc(Cl)cc1 (stereo not drawn)
  -8%, -3%, 0.5, 1%, -33%, -6, -3, 0%, 3%
CCOC(=O)c1sc(-c2ccc(F)cc2)cc1N
  -11%, 10%, 0.1, 13%, ?, 12, -9, -1%, 0%
COc1ccc(N2C(=O)CSC23C(=O)N2CCCc4cccc3c42)cc1 (stereo not drawn)
  -1%, -2%, 0.6, -28%, 0%, 9, -2, 0%, -8%
CCOC(=O)C1=C(C)N(C[C@@H]2CC[C@@H](Cc3ccc(-c4ccccc4)cc3)O2)C(=O)NC1c1ccc(SCc2ccco2)c([N+](=O)[O-])c1 (stereo partly drawn)
  -4%, -1%, /, -43%, 18µM*, /, -5, 6%, -4%
COC(=O)COc1cc(=O)oc2ccc(NS(=O)(=O)c3ccccc3)cc12
  3%, 3%, -0.5, 8%, 1%, -9, -5, -4%, 1%
CCCCN1C(=O)CC(Nc2ccc(CC)cc2)C1=O (stereo not drawn)
  0%, 5%, 0.4, -1%, ?, -6, 1, 0%, 1%
O=C(COC(=O)CNS(=O)(=O)/C=C/c1ccccc1)Nc1cc(S(=O)(=O)N2CCCCC2)ccc1Cl
  5%, -3%, 0.3, 30%, -11%, 13, -15, -7%, -3%
COc1ccc(C(=O)NCC(=O)OCC(=O)NCc2cccs2)cc1
  -22%, 0%, 0.9, -24%, -10%, 2, -5, 1%, 0%

Not all compounds are listed, so the mix of outcomes need not match the whole.
